Source: PubChem BioAssay
TRPC6 inhibitor: mouse TRPC6 channel inhibition | HEK293-TRPC6, membrane potential dye, ACh-evoked depolarization; hits give low values | Q61143 | B-score at 10 µM | actives 1.1% (n = 310,000);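 active means B-score under library mean minus 3 SD, initial fluorescence not abnormally high, positive integrated signal ratio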;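 further: B-score derived from integrated fluorescence ratio over the kinetic read; more negative B-score means stronger inhibition of depolarization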
HIF act: HIF pathway transcriptional activation. U2OS HRE-luciferase reporter, luminescence; normalized: DMSO 0%, desferrioxamine 100%. actives 0.32% (n = 300,000). activation, % at 7.5 µM (by protocol);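 active means mean activation of at least 10% of the iron chelator positive control signal, with at least half of replicates also reaching 10%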
IEC-6 tox: kills IEC-6 intestinal cells in KLF5 counter-screen | actives 0.78% (n = 290,000) | IEC-6 cytotoxicity, luminescence viability | inhibition, % at 5 µM | AID 1825; in the data active means inhibition above about 22%;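 further: 0% = plate median of test compound wells and 100% = cytotoxic reference compound wells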
SKKanGAS inh: SKKanGAS growth inhibition. inhibition, % at 7.5 µM. actives 1.3% (n = 300,000). S. pyogenes SKKanGAS, kanamycin growth, BacTiter-Glo, 6 h. AID 1662;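 active means mean replicate score, as percent of positive control median, at least 50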;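 further: strain carries kanamycin resistance gene driven by streptokinase promoter and grows in 40 µg/ml kanamycin; loss of luminescence reflects streptokinase promoter inhibition or plain growth inhibition; 0% = median of DMSO wells and 100% = positive control at its reference dose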
KLF5 inhibitor: suppresses KLF5 promoter-driven expression; inhibition, % at 5 µM; actives 0.23% (n = 290,000); AID 1700; DLD-1 KLF5 promoter-luciferase reporter, luminescence;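 active means inhibition above a per-plate limit of that plate's mean compound inhibition plus 3 SD, cut at about 60% in these data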;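 further: 0% = DMSO wells and 100% = LY294002 at 200 µM; higher means less KLF5 promoter-driven luciferase light; inactives centre near -14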
TRPC4 potent: allosterically enhances the mouse TRPC4 cation channel; HEK293 TRPC4beta/mu-opioid, DAMGO EC20, Fluo-4 Ca2+ flux; hits give high values; B-score at 10 µM; actives 0.42% (n = 310,000); AID 2227;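 active means B-score of calcium response area above 5 SD of library B-scores, with initial fluorescence ratio within 5 SD of library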;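 further: B-score of integrated fluorescence ratio over time as area under calcium response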
TRPC6 act: mouse TRPC6 channel activation; B-score at 10 µM; HEK293-TRPC6 membrane potential dye fluorescence; hits give high values; AID 2550; actives 0.13% (n = 310,000);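 active means B-score of the integrated fluorescence ratio above library mean plus 3 SD, and starting fluorescence ratio within library mean plus 5 SD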;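 further: higher score means more depolarization so channel activation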
aSyn UTR inh: 5' untranslated region of α-synuclein, MLPCN primary screen; inhibition, % (tested at 7.5 µM); actives 0.82% (n = 300,000); alpha-synuclein 5'UTR reporter, inhibitor activity; in the data active means inhibition above about 60%;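 further: H4 neuroglioblastoma cells stably carrying SNCA 5'UTR luciferase fusion; 0% = DMSO wells and 100% = positive control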
MrgX1 antagonist: blocks BAM8-22 activation of human MrgX1 receptor. B-score at 10 µM. Q96LB2. actives 1.3% (n = 310,000). MRGX1-HEK293 calcium flux, Fluo-4, BAM8-22 antagonism; hits give low values;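 active means calcium-response B-score plate-corrected more than 3 library SD below zero, starting fluorescence within 5 deviations, no agonist response on first addition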;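 further: peak minus trough fluorescence over baseline after final BAM8-22 challenge near maximal dose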
Target sequence (Q96LB2 whole entry, looked up): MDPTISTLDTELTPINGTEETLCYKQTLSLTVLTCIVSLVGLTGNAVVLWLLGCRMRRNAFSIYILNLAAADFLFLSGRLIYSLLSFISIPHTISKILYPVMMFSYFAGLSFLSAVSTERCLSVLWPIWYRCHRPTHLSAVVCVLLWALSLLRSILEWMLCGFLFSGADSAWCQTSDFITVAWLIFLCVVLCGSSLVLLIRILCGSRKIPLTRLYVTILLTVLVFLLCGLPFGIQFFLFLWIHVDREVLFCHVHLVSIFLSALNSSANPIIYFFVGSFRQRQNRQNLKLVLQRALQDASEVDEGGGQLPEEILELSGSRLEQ
TRPC4 block: blocks the mouse TRPC4 cation channel. Q9QUQ5. HEK293 TRPC4beta/mu-opioid, DAMGO-evoked Fluo4 calcium flux; hits give low values. B-score at 10 µM. actives 0.39% (n = 300,000). AID 2247;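 active means B-score over 3 SD under the library average, no early fluorescence shift, positive overall ratio signal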
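Signal: kinetic Fluo4 fluorescence imaging of calcium influx. Material: stable TRPC4beta/mu-opioid receptor HEK293 cells. Probe or stimulus: DAMGO in two steps, submaximal then maximal.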
TRPC4 act: opens the mouse TRPC4 cation channel; Q9QUQ5; HEK293 TRPC4beta/mu-opioid, Fluo4 calcium fluorescence; hits give high values; B-score at 10 µM; actives 0.49% (n = 310,000); AID 2237;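 active means B-score above 5 SD of library B-scores, and initial fluorescence ratio not above library mean plus 5 SD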;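 further: positive B-score marks a calcium rise read as TRPC4 activation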
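Incubation: 45 min room-temperature Fluo4 loading, 110 s read / System: HEK293 cells stably co-expressing mouse TRPC4beta and mu-opioid receptor / Signal: Fluo4 fluorescence, kinetic / Control set: buffer (low) and maximal DAMGO (high) / Measure: integrated baseline-normalised fluorescence ratio, converted to per-well B score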
The depositor's hits bear a star; i = inactive; · = not tested or not shown.

no.	SMILES	TRPC6 inhibitor	HIF act	IEC-6 tox	SKKanGAS inh	KLF5 inhibitor	TRPC4 potent	TRPC6 act	aSyn UTR inh	MrgX1 antagonist	TRPC4 block	TRPC4 act
1	O=C(CCCCCNC(=O)c1ccccc1)C[N+](=O)[O-]	i	-0.3	2.9	1.4	-3.0	i	i	-2.7	i	i	i
2	COCCNS(=O)(=O)c1ccc(-c2ccc(C)cc2)cc1	i	-0.1	5.5	0.8	-39.4	i	i	-13.4	i	·	i
3	O=C(CN1C(=O)C2CC=CCC2C1=O)Nc1ccc(S(=O)(=O)Nc2nccs2)cc1 (stereo not drawn)	i	-0.1	-6.6	11.4	-2.9	i	i	-32.2	i	i	i
4	O=C(c1ccc(CS(=O)c2ccccc2Cl)o1)N1CCCCCC1 (stereo not drawn)	i	0.4	4.9	16.1	-6.7	i	i	28.6	i	i	i
5	COC(=O)[C@H](C)NC(=O)Nc1ccccc1F	i	-0.4	-7.1	0.8	-30.8	i	i	-14.7	i	i	i
6	CCOc1cc(CNc2ccccc2)cc(Br)c1OCc1ccccc1F	i	-0.3	-3.1	7.4	1.8	i	i	15.8	i	i	i
7	CC(C)C(=O)Nc1cc2c(cc1C(=O)c1ccccc1)OCCO2	i	0.6	-1.1	-5.5	-10.1	i	i	14.8	i	i	i
8	CCOc1cc(C(=S)N2CCCC2)ccc1OC	i	1.5	-6.7	-2.1	-44.6	i	i	39.8	i	i	i
9	CC1CCc2c(sc(NC(=O)c3ccc(Cn4cc([N+](=O)[O-])cn4)o3)c2C#N)C1 (stereo not drawn)	i	-10.4	-1.1	29.1	2.6	i	i	-8.6	i	i	i
10	CCN(CC)C(=O)C1CCCN(Cc2ccc(F)c(F)c2)C1 (stereo not drawn)	i	-0.5	2.8	-3.0	7.3	i	i	-24.4	i	i	i
11	COc1ccccc1CNc1ccc(N2CCCCC2)cc1	i	-0.5	-3.5	4.6	-14.8	i	i	-31.6	i	i	i
12	CCOC(=O)c1sc2cc([N+](=O)[O-])cc(SCCO)c2c1N	i	0.7	3.4	6.4	-9.0	i	i	1.7	i	i	i
13	CCN(CC)CCN(C(=O)c1ccc(S(=O)(=O)N2CCCCC2)cc1)c1nc2cc3c(cc2s1)OCO3	i	0.1	7.5	-3.5	-13.5	i	i	-39.2	i	i	i
14	C[C@]1(C(=O)NCCc2c[nH]c3ccccc23)C=C[C@@H](Cc2ccccc2)N1C(=O)c1ccccc1	i	-0.6	-4.2	-0.1	-19.7	i	i	0.4	i	i	i
15	O=C(NCCCN1CCOCC1)NC1CCCCC1	i	-0.5	-2.7	-0.5	-0.7	i	i	4.5	i	i	i
16	CCOC(=O)c1ccc(NC(=S)N(CCCN2CCN(C)CC2)Cc2cccs2)cc1	i	-0.4	7.5	-0.9	12.9	i	i	16.2	i	i	i
17	O=C(Nc1cc(Cl)ccc1N1CCCCC1)c1cccs1	i	-1.8	0.8	16.8	-7.9	i	i	22.6	i	i	i
18	COc1cc(/C=N/NC(=O)c2ccc(Cl)c(S(N)(=O)=O)c2)ccc1OCC(N)=O	i	0.4	-4.3	0.8	-8.1	i	i	18.8	i	i	i
19	CC1(C)C2CCC1(C)C1(C2)NC(=O)c2ccccc2O1 (stereo not drawn)	i	-0.3	-3.8	8.2	-11.7	i	i	28.5	i	i	i
20	CC#CCN1c2ccccc2[C@]23C[C@@H](C(=O)OC)N(C(=O)c4ccco4)C2=NC(C(=O)OC)=C(C(=O)OC)[C@H]13	i	-0.2	·	1.3	·	i	i	-21.5	i	i	i
21	COc1ccc(CNC(=O)c2ccc(=O)oc2)cc1OC	i	0.0	-8.0	2.2	15.0	i	i	-6.2	i	i	i
22	CC(C)CC(=O)N=Nc1c(O)[nH]c2ccccc12	i	0.4	2.7	-5.6	-45.8	i	i	-31.8	i	i	i
23	CC(C)CCNC(=O)C1CC(c2cccc(F)c2)=NO1 (stereo not drawn)	i	-5.2	·	6.7	·	i	i	-9.4	i	i	i
24	COc1cccc2cc(C(=O)c3ccccc3)oc12	i	2.7	5.4	-3.9	-83.7	i	i	-131.6	i	i	i
25	Cc1cc(C)cc(NC(=O)c2ccc(CN3CCc4ccccc4C3)cc2)c1	i	1.8	8.5	21.9	-44.4	i	i	-10.4	i	i	i
26	O=C(Cc1ccc(NS(=O)(=O)c2cccc(C(F)(F)F)c2)cc1)NCCN1CCOCC1	i	0.8	·	-2.5	·	i	i	12.8	i	i	i
27	Cn1c(=O)[nH]c(=O)c2c1nc(SCCCO)n2CCCc1ccccc1	i	0.9	-3.9	3.3	-21.0	i	i	41.8	i	i	i
28	O=C(NC(=S)NNC(=O)c1ccccc1O)c1ccco1	i	-33.5	3.5	64.9*	2.1	i	i	-98.6	i	i	i
29	Cc1csc(NC(=O)c2ccccc2O)n1	i	0.9	0.2	-1.6	-42.7	i	i	-84.4	i	i	i
30	O=C(c1ccc2c(c1)OCCO2)C1CCN(C(=O)c2ccc(F)cc2)CC1	i	-0.4	-0.2	18.2	-7.0	i	i	19.1	i	i	i
31	O=C(Nc1nc2ccccc2[nH]1)c1ccc(Cl)c([N+](=O)[O-])c1	i	2.2	1.0	28.1	17.1	i	i	-109.2	i	i	i
32	Nc1ccc2nc(-c3cc(Cl)c(N)c(Cl)c3)[nH]c2c1	i	2.8	6.3	63.3*	-89.8	i	i	-279.5	i	i	i
33	CSc1nc(-c2ccc(Cl)cc2)c(C#N)c(=O)n1C	i	0.6	-2.9	3.1	-7.0	i	i	1.0	i	i	i
34	CC1CCN(S(=O)(=O)c2ccc3ncn(CC(=O)N4CCN(C)CC4)c(=O)c3c2)CC1	i	-0.2	1.4	-0.5	-33.1	i	i	-17.7	i	i	i
35	COc1cccc(-c2csc(N3CCN(S(=O)(=O)c4ccc(F)cc4)CC3)n2)c1	i	0.2	-2.5	-4.3	-14.9	i	i	26.5	i	i	i
36	Cc1ccc(N(Cc2ccccc2)C(=O)c2cc(S(=O)(=O)N3CCOCC3)ccc2Cl)cc1	i	0.3	·	-4.3	·	10*	i	-8.2	i	i	i
37	O=C(C1CCCCC1)N1CCN=C1SCc1cccnc1	i	·	3.7	-4.5	-23.7	i	i	-11.1	i	i	i
38	CCCCNC(=O)N(C)c1nncnc1C(=O)NC	i	-0.8	-1.5	3.3	-9.5	i	i	-11.6	i	i	i
39	COc1ccc(OCc2cc(C(=O)N3CCCC3)no2)c2ccccc12	i	5.6	3.3	8.0	-61.6	i	i	-148.2	i	i	i
40	Cc1ccccc1NC(=O)C(=O)N/N=C/c1cccc(Br)c1	i	-0.2	6.8	0.1	-28.9	i	i	14.5	i	i	i
41	O=Nc1ccc(NOC(=O)c2ccccc2Br)cc1	i	0.7	-3.8	3.4	-12.5	i	i	-41.7	i	i	i
42	COc1ccc(CCNC(=O)Cc2cc(OCc3ccccc3)c(OC)cc2[N+](=O)[O-])cc1OC	i	-0.2	-3.0	4.9	-1.6	i	i	20.7	i	i	i
43	O=C(O)C1CC(O)CN1C(=O)c1ccco1 (stereo not drawn)	i	-0.3	-4.2	-2.9	-3.9	i	i	1.0	i	i	i
44	O=C(NCC1CC1)c1ccc2c3n(nc2c1)-c1ccc(Cl)cc1CO3	i	2.1	·	-8.5	·	i	i	-166.0	i	i	i
45	COCC1CCN(C(=O)c2cc(COc3cncc(Cl)c3)on2)C1 (stereo not drawn)	i	0.5	-0.7	0.6	-28.6	i	i	-7.5	i	i	i
46	CCOc1ccc(N2C(=O)CSC23CCCCC3)cc1	i	-0.4	0.4	-4.4	1.5	i	i	1.9	i	i	i
47	CCO[C@@H]1OC(C(=O)NCc2nc3ccccc3[nH]2)=C[C@H](c2coc3ccccc3c2=O)[C@H]1CCCO	i	0.9	·	3.0	·	i	i	5.8	i	i	i
48	COc1ccc(C(=O)Nc2nccs2)cc1[N+](=O)[O-]	i	0.6	4.0	-12.5	-19.9	i	i	-73.6	i	i	i
49	CCOc1cc(N2CCOCC2)c(OCC)cc1NC(=O)C(C)(C)C	i	-0.4	1.2	0.7	-19.2	i	i	31.1	i	i	i
50	C=CCNC(=O)Nc1ccc(Cl)cn1	i	-0.2	0.7	-18.7	8.6	i	i	-3.4	i	i	i
51	CC(C)CN1CCC(=O)N(CCN=[N+]=[N-])CC1	i	0.1	6.2	1.8	-3.7	i	i	2.2	i	i	i
52	CCOc1cc(CNn2cn[nH]c2=S)cc(Cl)c1OCc1ccccc1F	i	-4.8	3.6	12.0	1.1	i	i	-7.0	i	i	i
53	Cc1ccc(N2C(=O)CC(N3CCSCC3)C2=O)c(C)c1 (stereo not drawn)	i	-31.3	-2.3	7.7	-7.8	i	i	-5.8	i	i	i
54	N#C/C(=C\c1cccn1-c1ccccc1)C(=O)NC1CCCCC1	i	0.5	0.0	-1.1	-31.8	i	i	-6.8	i	i	i
55	CCCC(=O)Nc1ccc(C=C(C(C)=O)C(C)=O)cc1	i	-0.1	1.3	41.1	8.1	i	i	-3.4	i	i	i
56	O=C(Cn1cnc2ccccc21)Nc1cc(C(F)(F)F)ccc1N1CCOCC1	i	-0.7	5.6	-2.5	-6.4	i	i	6.6	i	i	i
57	COc1ccc(CCNCC(=O)Nc2ccc(C(=O)N3CCCCC3)cc2)cc1	i	1.4	6.9	-1.7	-21.7	i	i	31.7	i	i	i
58	Cc1ccc(C(=O)COC(=O)CCN2C(=O)C3C4CCC(C4)C3C2=O)cc1[N+](=O)[O-] (stereo not drawn)	i	-0.3	2.4	3.1	-7.7	i	i	-0.8	i	i	i
59	O=C(COC(=O)C1CCN(S(=O)(=O)c2cccs2)CC1)NCc1ccc(F)cc1	i	-0.5	2.0	-11.7	-16.9	i	i	4.1	i	i	i
60	CCOC(=O)C1=C(C)Nc2ccccc2N=C1NC(=O)c1cccc(S(=O)(=O)N(C)C)c1	i	-1.5	-2.7	-6.1	4.2	i	i	23.9	i	i	i
